# PfG6PD inh: PfG6PD (Plasmodium falciparum) enzyme inhibition. inhibition, % at 20 µM. 0.78% of 350,000 active. PfGluPho enzyme, NADPH resazurin-diaphorase fluorescence;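 active = inhibition reaching at least a set limit at 20 µM in the primary screen, cut at about 59% in these data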;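 also: 0% = DMSO wells with substrate and 100% = DMSO wells lacking glucose-6-phosphate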
# SENP8 inh: SENP8 (human) protease inhibition; Q96LD8; inhibition, % at 20 µM; 0.64% of 360,000 active; recombinant SENP8, Nedd8 substrate fluorescence; AID 602440; in the data active = inhibition mostly above about 40%, no sharp cut-off; inactive = mostly below about 27%
# Target sequence (Q96LD8 whole entry, looked up): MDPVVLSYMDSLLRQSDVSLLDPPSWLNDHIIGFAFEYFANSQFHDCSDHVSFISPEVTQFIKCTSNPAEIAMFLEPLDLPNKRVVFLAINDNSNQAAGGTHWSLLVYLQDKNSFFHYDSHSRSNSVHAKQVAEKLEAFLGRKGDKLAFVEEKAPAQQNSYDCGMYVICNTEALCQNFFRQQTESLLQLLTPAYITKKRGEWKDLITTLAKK
# SENP1 FRET inh: SENP1 (human) catalytic domain inhibition; 0.21% of 360,000 active; inhibition, % at 10 µM; Q9P0U3; recombinant SENP1 catalytic domain, CyPet-SUMO1-YPet FRET cleavage;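 active = inhibition at least 30% at 10 µM, raw YFP signal under a set limit, fluorescence ratio 0.5 to 1.5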;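 also: 0% = enzyme with DMSO and 100% = no enzyme wells; some results filed as inactive read as strong as hits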
# Target sequence (Q9P0U3 419-644 limits assumed): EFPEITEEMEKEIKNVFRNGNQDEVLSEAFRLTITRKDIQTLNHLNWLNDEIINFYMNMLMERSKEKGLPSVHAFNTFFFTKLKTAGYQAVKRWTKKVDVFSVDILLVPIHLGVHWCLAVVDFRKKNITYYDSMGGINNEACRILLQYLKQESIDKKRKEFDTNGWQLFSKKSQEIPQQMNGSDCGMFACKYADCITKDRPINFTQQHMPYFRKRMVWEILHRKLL
#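 system = hSENP1 catalytic domain, recombinant | reagent = SFCypet-SUMO1-SFYpet substrate at 25 nM | doses = one dose per compound, 10 µM, 0.5% DMSO | incubation = enzyme reaction for 50 min at room temperature, dark | measured by = FRET, CFP and YFP emission | controls = no-enzyme low, enzyme-DMSO high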
# Numbers without * were called inactive; i = inactive. The list is partial; the hit share may differ from the screen's.
# Preview (three entries):
molecule,PfG6PD inh,SENP8 inh,SENP1 FRET inh
Cc1ccc(C(=O)Nc2nc(-c3ccc4c(c3)OCCO4)cs2)o1,15,-184,-11
COc1ccccc1C(=O)NCC(=O)OCc1nnc(-c2ccccc2)o1,4,-6,-1
Nc1ccc2c(Cl)cc(Cl)cc2c1,38,-156,-4

# The listing, previewed entries included:
molecule,PfG6PD inh,SENP8 inh,SENP1 FRET inh
Cc1ccc(C(=O)Nc2nc(-c3ccc4c(c3)OCCO4)cs2)o1,15,-184,-11
COc1ccccc1C(=O)NCC(=O)OCc1nnc(-c2ccccc2)o1,4,-6,-1
Nc1ccc2c(Cl)cc(Cl)cc2c1,38,-156,-4
Cc1onc(-c2ccccc2)c1C(=O)OCC(=O)N1CCCCC1,-13,31,0
COC(=O)[C@H]1C[C@H](OC(=O)NC2CCCC2)[C@@]2(O)CN(S(=O)(=O)c3ccc(C)cc3)CC2[C@H]1C(=O)OC (stereo partly drawn),-9,6,1
CCCCOC(=O)c1ccc(NC(=O)COC(=O)C2CC2C)cc1 (stereo not drawn),15,12,6
CN(C)CCN(C(=O)c1ccc2ccccc2c1)c1nc2cc3c(cc2s1)OCO3,24,15,0
CC(=NNC(=S)N1CC2CCC(CC2)C1)c1ccccn1,22,-21,-1
C[C@H]1CN([C@@H](C)CO)C(=O)CCCn2cc(nn2)CO[C@@H]1CN(C)C(=O)Nc1ccc(C(C)(C)C)cc1,-3,10,0
COc1ccccc1-c1ccc([C@@H]2C[C@H]3[C@H](CON3C)CN2C(=O)c2ccc(-c3ccccc3)cc2)cc1,19,23,-2
Cn1cnc2ncnn2c1=S,-4,-5,3
CN(C(=O)COC(=O)c1c[nH]c2ccccc12)c1ccccc1,-10,12,3
COc1ccc(Br)c(C(=O)OCC(=O)Nc2cc(C)on2)c1,0,26,4
Cc1ccc(S(=O)(=O)N2C[C@H]3[C@H]4C(=O)N(c5ccccc5)C(=O)[C@H]4C[C@H](OC(=O)NCc4ccco4)[C@@]3(O)C2)cc1,-3,22,1
O=C(c1cc(C2CC2)nn1-c1ccccc1)N1CCN(S(=O)(=O)c2ccccc2F)CC1,-13,18,2
CCOC(=O)N1Cc2cc3ccccc3nc2C1,3,9,1
Cc1noc(C)c1NC(=O)N(C)C[C@@H]1OCc2cn(nn2)CCCC(=O)N([C@H](C)CO)C[C@H]1C,-4,1,-4
Cc1cccc(OCCC(=O)OCC(=O)N2c3ccccc3NC(=O)C2(C)C)c1,-4,2,2
COc1cc(/C=N/N2CCN(Cc3ccccc3)CC2)cc(OC)c1OC,-17,14,2
COc1ccc(C2CC(c3cccs3)=NN2C(=O)CCCC(=O)O)cc1OC (stereo not drawn),-6,-62,-2
O=C(COC(=O)c1c(F)cccc1F)NC(=O)NCc1ccccc1,-1,3,2
C[C@@H]1CN([C@H](C)CO)S(=O)(=O)c2ccc(Br)cc2O[C@H]1CN(C)C(=O)Nc1ccccc1,9,9,1
CN(C1=NS(=O)(=O)N=C(N(C)c2ccccc2)O1)c1ccccc1,-3,-3,1
O=C(NN=Cc1c[nH]c2ccccc12)NN=Cc1c[nH]c2ccccc12,7,8,0
CC1C(=O)N(Cc2cn(Cc3ccco3)nn2)CCS(=O)(=O)N1Cc1ccc(-c2ccc(Cl)c(Cl)c2)cc1 (stereo not drawn),48,17,-5
N#CCC(=O)Nc1ccc(C(=O)Nc2cccc(S(=O)(=O)N3CCCC3)c2)cc1,6,14,-4
Clc1ccccc1NN=Cc1ccccn1,-3,16,2
COc1ccc(NC(=O)N(C)C[C@H]2Oc3cc(Br)ccc3S(=O)(=O)N([C@H](C)CO)C[C@@H]2C)cc1,-1,11,0
COc1ccc(-c2nc(S(=O)(=O)c3ccccc3)c(N3CCCC3)o2)cc1,9,19,2
CC1CCCC(NC(=O)CCCCCn2c(=S)[nH]c3ccsc3c2=O)C1C (stereo not drawn),14,14,0
COc1ccc(NC(=O)C[C@H]2C(=O)N(Cc3ccccc3)C[C@@H]2CSC)cc1,-10,12,0
C[C@H]1CN([C@@H](C)CO)C(=O)c2cc(Br)cnc2O[C@H]1CN(C)Cc1ccccc1C(=O)O,0,6,3
C[C@@H]1CCCCO[C@@H](CN(C)S(=O)(=O)c2cn(C)cn2)[C@@H](C)CN([C@H](C)CO)C(=O)c2cc(N(C)C)ccc2O1,37,-33,2
CSc1ncnc2c1ncn2CCCNC1CCN(Cc2ccccc2)CC1,8,11,-3
CCCCCCn1c(=O)n2n(c1=O)C[C@]1(OC(=O)NCc3ccccc3F)CN(S(=O)(=O)c3ccc(C)cc3)C[C@]1(O)C2,19,12,2
O=c1[nH]cc(S(=O)(=O)N2CCN(c3ccccc3F)CC2)c(=O)[nH]1,-18,17,0
C[C@@H]1CN([C@H](C)CO)C(=O)CCCn2nncc2CO[C@H]1CN(C)C(=O)C1CC1,-11,14,0
O=C(OCc1ccccc1)N1CCC2CC1c1cc(N3CCN(S(=O)(=O)c4cc(Cl)cc(Cl)c4)CC3)ccc12 (stereo not drawn),9,12,1
O=C(c1ccc2c(c1)CCC2)N1CCN(Cc2c(F)cccc2Cl)CC1,8,6,1
Cc1ccc(S(=O)(=O)N2CCOCC2)cc1NC(=O)COC(=O)COc1ccc(C#N)cc1,-5,6,5
C[C@H]1CN([C@@H](C)CO)S(=O)(=O)c2ccc(Br)cc2O[C@H]1CN(C)C(=O)NC1CCCCC1,6,5,2
Cc1cn([C@H]2C[C@H](O)[C@@H](CCC(=O)NCc3ccc(N(C)C)cc3)O2)c(=O)[nH]c1=O,13,21,0
O=C(CCNC(=O)c1ccc([N+](=O)[O-])cc1)Nc1cc(C(F)(F)F)ccc1N1CCOCC1,7,-3,0
CS(=O)(=O)Nc1ccc2c(c1)[C@H]1C[C@H](CC(=O)NCc3ccccc3)O[C@H](CO)[C@H]1O2,13,6,-1
Cc1c(N=O)c(-c2ccccc2)n(O)[n+]1[O-],10,5,3
NC(=S)NN=Cc1cc(-c2cccc(N)c2)ccn1,69*,1,1
COC(=O)c1cccc(NC(=O)c2ccc(S(=O)(=O)N(C)c3ccccc3OC)cc2)c1,18,9,1
CCCCCC(=O)N1C[C@H](O)[C@@H](n2cc(-c3ccc(F)cc3)nn2)C[C@@H]1c1ccc(Cl)cc1,26,3,1
CCC/C=C/c1ccc(CN2C(CC(C)C)C(=O)N(Cc3cn(CC4CCCCC4)nn3)CCS2(=O)=O)cc1 (stereo not drawn),34,-1,-2
Cc1ccc(S(=O)(=O)N2C[C@@H](C)[C@]3(C2)[C@H](O)[C@H](OC(=O)NC2CCCC2)C[C@H]2C(=O)N(c4ccccc4)C(=O)[C@H]23)cc1,17,-5,1
COC(=O)c1ccc(CNC(=O)c2ccccc2C(=O)NCC2(CBr)OCCO2)cc1,-6,14,0
CC(C(=O)N1CCCCC1)N(C)CC(=O)Nc1ccc(F)c(F)c1F (stereo not drawn),0,2,2
CC1=CC(C)C(=O)N(C)C(C)=C1 (stereo not drawn),-3,3,2
Cc1ccc(-n2nnnc2CNC(=O)C(=O)c2c[nH]c3ccccc23)cc1C,5,5,0
C[C@H](CO)N1C[C@H](C)[C@H](CN(C)Cc2cccc(C(F)(F)F)c2)OCc2ccccc2-c2c(n(C)c3ccccc23)C1=O,5,13,0
O=C(OCc1cn([C@H]2CN(CC3CCCCC3)[C@@H](c3ccc(Cl)cc3)C[C@@H]2O)nn1)c1ccccc1,37,8,-1
COc1ccc(-n2nnnc2CNC(=O)c2c(-c3ccccc3Cl)noc2C)cc1,-5,6,0
COc1ccc(S(=O)(=O)N(C)C[C@@H]2OCc3cnnn3CCCC(=O)N([C@H](C)CO)C[C@H]2C)cc1,1,1,1
CCCC(=O)Nc1ccc2c(c1)nc(CCN1CCC(C)CC1)n2C,-8,5,-1
COc1ccc2nc3n(c(=O)c2c1)-c1cc2ccccc2cc1C(=O)NC3Cc1ccc(O)cc1 (stereo not drawn),0,-49,1

# (more compounds)
# Order of results – PfG6PD inh, SENP8 inh, SENP1 FRET inh
> Cc1ccc(S(=O)(=O)N2CC3(O)CN(C(=O)OC(C)C)N(C(=O)OC(C)C)CC3(OC(=O)NC3CCCC3)C2)cc1 (stereo not drawn)
    19, -3, -1
> COc1ccccc1S(=O)(=O)N(C)C[C@H]1Oc2cc(Br)ccc2S(=O)(=O)N([C@@H](C)CO)C[C@H]1C
    5, 4, 0
> Cc1ccc(S(=O)(=O)N(CCc2ccccc2)c2ccc3c(c2)C2CC3CCN2C(=O)OCc2ccccc2)cc1 (stereo not drawn)
    7, 0, 5
> O=S(=O)(Nc1cccc(S(=O)(=O)N2CCCC2)c1)c1ccc(Br)cc1
    -39, 10, 1
> CSc1ccc(NC(=O)NN(c2ccccc2)C2CCS(=O)(=O)C2)cc1 (stereo not drawn)
    7, 17, -1
> Cc1cc(OCC(=O)OCC(=O)N2CCCCC2)ccc1Cl
    2, 7, 4
> CCOc1ccc(N2CC(C(=O)Nc3cccc(S(=O)(=O)N4CCOCC4)c3)CC2=O)cc1 (stereo not drawn)
    0, -1, 1
> O=C(NCc1ccc(F)cc1)c1cc(-c2ccccn2)nc2ccc(S(=O)(=O)N3CCOCC3)cc12
    3, -1, -4
> O=Cc1ccc2c(c1)OCCOCCOCCOCCO2
    -11, 3, 2
> CC(=O)Nc1nn(CC(C)C)c2nc3ccc(C)cc3cc12
    9, i, -29
> Cc1ccc([C@H]2N[C@]3(CCCN(Cc4ccccc4)C3=O)[C@H]3C(=O)N(C)C(=O)[C@@H]23)cc1
    1, 4, 1
> CCn1c(SCC(=O)NCCc2ccc(OC)c(OC)c2)nc2c([nH]c3ccccc32)c1=O
    -7, -33, 3
> CN(C(=O)c1ccccc1)C(=O)c1ccccc1
    -8, 21, 2
> COc1ccc(C(=O)C=Cc2ccc(OCc3ccccc3)c(OC)c2)cc1OC
    2, -458, -32
> CC1CCCC(NC(=O)CCN2C(=O)COc3ccccc32)C1C (stereo not drawn)
    16, 21, -1
> COc1cccc(-c2ccc(NC(=O)C3CCCN(Cc4ccccn4)C3)cc2)c1 (stereo not drawn)
    14, 7, -2
> CCOC(=O)N1CCC2(CC1)NC(=O)c1ccccc1N2
    -7, -463, 2
> O=C(C[C@H]1C(=O)N(CCc2ccccc2)C[C@@H]1c1ccccc1)Nc1ccccc1
    2, 1, -2
> COc1ccc(Cl)cc1NC(=O)NNC(=O)C(=O)Nc1ccc(F)cc1
    -22, 6, -1
> C[C@@H]1CN([C@H](C)CO)C(=O)CCCn2nncc2CO[C@@H]1CN(C)S(=O)(=O)c1cccs1
    4, -13, 0

# Some entries already given, limited to SENP1 FRET inh:
mol,SENP1 FRET inh
O=C(NN=Cc1c[nH]c2ccccc12)NN=Cc1c[nH]c2ccccc12,0
C[C@H]1CN([C@@H](C)CO)C(=O)c2cc(Br)cnc2O[C@H]1CN(C)Cc1ccccc1C(=O)O,3
COc1ccc(S(=O)(=O)N(C)C[C@@H]2OCc3cnnn3CCCC(=O)N([C@H](C)CO)C[C@H]2C)cc1,1
COc1ccccc1-c1ccc([C@@H]2C[C@H]3[C@H](CON3C)CN2C(=O)c2ccc(-c3ccccc3)cc2)cc1,-2

# (list continues)
# Order of results – PfG6PD inh, SENP8 inh, SENP1 FRET inh
> Cc1ccc([C@@H]2C[C@H]3[C@@H](CN2S(=O)(=O)c2ccc(Cl)cc2)C(=O)C[C@@H](c2cccc4ccccc24)N3S(=O)(=O)c2ccc(C)cc2)cc1
    -5, -1, 0
> CCCc1c(C(=O)N/N=C/c2ccc3c(c2)OCO3)nnn1-c1nonc1N
    10, -158, 1
> COc1ncnc2c1ncn2CCCNCc1ccccc1
    1, -17, 4
> COc1ccc(OCCn2c(C)nc3ccccc32)cc1
    -14, 13, 2
> C[C@@H]1CN([C@H](C)CO)C(=O)CCCn2nncc2CO[C@@H]1CN(C)C(=O)C1CC1
    -5, 16, 0
> COc1cccc(C#Cc2ccc3c(c2)O[C@@H](CN(C)C(=O)c2ccccn2)[C@@H](C)CN([C@H](C)CO)S3(=O)=O)c1
    36, -134, -61
> Cc1nc(N/N=C/c2cccc([N+](=O)[O-])c2)cc(N2CCCCC2)n1
    8, 12, 1
> COCOCCn1cc(CN2CCS(=O)(=O)N(Cc3ccc(-c4ccc(OC)nc4)cc3)C(C)C2=O)nn1 (stereo not drawn)
    -6, 3, 0
> CC(CC(=O)c1ccccc1)=NCC(O)CN=C(C)CC(=O)c1ccccc1 (stereo not drawn)
    3, -12, 1
> COc1ccc(C(C#N)=Cc2ccccc2OC)cc1
    1, -204, 0
> NC(=O)CSc1nnc(-c2ccco2)n1-c1ccc(F)cc1
    -10, 23, -1
> CN(Cc1cccc(F)c1)C(=O)C1CC(=O)N(Cc2ccco2)C1 (stereo not drawn)
    2, 5, 0
> COc1ccc(NC(=O)N(C)[C@H]2C[C@H]3c4[nH]c5ccc(-c6ccc(OC)cc6)cc5c4CCN3C(=O)[C@H]2[C@H](C)O)cc1
    11, -247, -81
> CCN1C(=O)[C@H]2[C@@H](c3ccc(C(F)(F)F)cc3)N[C@]3(CCCN(Cc4ccc(F)cc4)C3=O)[C@H]2C1=O
    2, 9, -1

# Screens: PubChem BioAssay, Sanford-Burnham Center for Chemical Genomics
